Screening results: PubChem BioAssay, The Scripps Research Institute Molecular Screening Center
PAFAH1B3 inh: PAFAH1B3 enzyme inhibitors, primary screen, biochemical, fluorescence polarization, human. Platelet-activating factor acetylhydrolase IB subunit alpha1 (Homo sapiens), Q15102. recombinant PAFAH1B3, FP-rhodamine probe. inhibition, % at 3.39 µM. 0.28% of 340,000 active;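 active = inhibition above the screen-wide average of all tested compounds plus 3 SD, cut at about 25% in these data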;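 note: 0% = enzyme with DMSO only and 100% = wells lacking PAFAH1B3 protein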
Target sequence (Q15102 whole entry, looked up): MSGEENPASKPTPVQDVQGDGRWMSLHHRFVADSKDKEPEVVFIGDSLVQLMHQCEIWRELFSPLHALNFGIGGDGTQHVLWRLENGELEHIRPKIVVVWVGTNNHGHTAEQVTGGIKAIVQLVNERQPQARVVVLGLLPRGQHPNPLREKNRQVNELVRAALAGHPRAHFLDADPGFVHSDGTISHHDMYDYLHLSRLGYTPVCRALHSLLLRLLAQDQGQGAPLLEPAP
LYPLA2 inh: LYPLA2 inhibitors, primary screen, counter-screen for PME1 inhibitor project, biochemical, fluorescence polarization, FP-Rh probe ABPP. AID 2177, 2009. Acyl-protein thioesterase 2 (Homo sapiens), O95372. inhibition, % at 5.9 µM. recombinant LYPLA2. 0.38% of 320,000 active;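 active = inhibition above the screen-wide mean plus 3 SD, limit set per campaign, cut at about 26% in these data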;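 note: 0% = LYPLA2 with DMSO and 100% = wells lacking LYPLA2 enzyme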
Target sequence (O95372 whole entry, looked up): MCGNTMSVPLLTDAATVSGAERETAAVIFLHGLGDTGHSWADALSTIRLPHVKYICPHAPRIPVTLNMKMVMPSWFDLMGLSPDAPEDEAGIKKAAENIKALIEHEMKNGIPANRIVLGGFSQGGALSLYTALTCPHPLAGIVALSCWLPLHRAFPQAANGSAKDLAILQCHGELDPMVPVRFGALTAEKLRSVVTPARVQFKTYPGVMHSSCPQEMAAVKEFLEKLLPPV
pPAFAH FP inh: pPAFAH enzyme inhibitors, primary screen, biochemical, fluorescence polarization, human | Platelet-activating factor acetylhydrolase (Homo sapiens), Q13093 | recombinant pPAFAH, FP-rhodamine probe fluorescence polarization | inhibition, % at 3.39 µM | 1.5% of 330,000 active;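 active = inhibition above the mean inhibition across the screen plus 3 SD, cut at about 25% in these data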;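 note: inhibitors block binding of the rhodamine activity-based probe so polarization drops; 0% = enzyme with DMSO and 100% = wells lacking pPAFAH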
PAFAH1B2 FP inh: PAFAH1B2 enzyme inhibitors, primary screen, biochemical, fluorescence polarization, human. recombinant PAFAH1B2, FP-rhodamine activity probe. AID 492953, 2010. 1.2% of 340,000 active. inhibition, % at 3.39 µM;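 active = inhibition above the mean of all tested compounds plus 3 SD, cut at about 24% in these data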;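 note: 0% = enzyme with DMSO and 100% = wells lacking PAFAH1B2; many of its hits are not listed in these tables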
PREPL inh: PREPL enzyme inhibitors, primary screen, biochemical, fluorescence polarization; Prolyl endopeptidase-like (Homo sapiens), Q4J6C6; recombinant PREPL, fluorescence polarization activity-based probe; inhibition, % at 5.96 µM; 0.68% of 320,000 active; AID 2751, 2010; in the data active = inhibition above about 43%;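 note: 0% = enzyme with DMSO and 100% = wells lacking enzyme; many of its hits are not listed in these tables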
EBNA-1 inh: EBNA-1 DNA-binding inhibitors, primary screen, biochemical, fluorescence polarization. inhibition, % at 14.8 µM. 0.34% of 300,000 active; in the data active = inhibition above about 28%
PAFAH2 inh: PAFAH2 enzyme inhibitors, primary screen, biochemical, fluorescence polarization, human. AID 492956, 2010. Platelet-activating factor acetylhydrolase 2, cytoplasmic (Homo sapiens), Q99487. inhibition, % at 3.39 µM. recombinant PAFAH2, FP-rhodamine activity probe. 0.99% of 340,000 active;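 active = inhibition above the mean over all tested compounds plus 3 SD, cut at about 30% in these data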;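 note: inhibitors block probe labeling of enzyme so polarization drops; 0% = enzyme with DMSO and 100% = wells lacking PAFAH2 protein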
LYPLA1 counter: LYPLA1 inhibitors, primary screen, counter-screen for PME1 inhibitor project, biochemical, fluorescence polarization, FP-Rh probe ABPP; Acyl-protein thioesterase 1 (Homo sapiens), O75608; recombinant LYPLA1; inhibition, % at 5.9 µM; 0.16% of 320,000 active; AID 2174, 2009;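 active = inhibition above the mean of all tested compounds plus 3 SD, set per campaign, cut at about 14% in these data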;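 note: inhibitors block serine hydrolase probe labeling of LYPLA1 so polarization falls; 0% = enzyme with DMSO and 100% = wells lacking LYPLA1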
ZTA counter: blocks Epstein-Barr virus ZTA, an EBNA-1 counter-screen. AID 2234. ZTA-DNA binding, fluorescence polarization. inhibition, % at 11 µM. 0.15% of 320,000 active; in the data active = inhibition above about 33%
* = called active by the depositor; nt = not tested or not shown. Only part of the results is shown; the hit share may differ from the screen's.

#	mol	PAFAH1B3 inh	LYPLA2 inh	pPAFAH FP inh	PAFAH1B2 FP inh	PREPL inh
1	COC(=O)c1cc(CSC(=N)N)ccc1OCCC(C)C	13	4	12	5	17
2	C(=N\n1cnnc1)/c1ccc(-c2ccccc2)cc1	6	-1	-1	3	-28
3	CCN(CC(=O)Nc1c(F)cccc1F)C(=O)c1cnccn1	6	5	5	3	-5
4	COc1ccc(CN2CCNC(=O)C2CC(=O)NCc2csc(C(C)C)n2)c(OC)c1 (centres undefined)	nt	-7	-8	nt	13
5	Cc1nn(Cc2ccc(C(=O)N3c4ccc(F)cc4CCC3C)o2)c(C)c1Br (centres undefined)	0	-3	1	7	16
6	COc1cc(OC)nc(NC(=O)CSc2nc3ccccc3[nH]2)n1	4	0	2	-1	19
7	CCCCS(=O)(=O)c1sc2nc(C)cc(C)c2c1N	9	4	-2	10	0
8	N#Cc1ccccc1S(=O)(=O)N1CCN(C(=O)CN2CCCSc3ccccc32)CC1	5	0	1	0	13
9	O=C(c1ccc(F)cc1)N1CCCC(c2nc(-c3ccncc3)no2)C1 (centres undefined)	10	1	0	1	-5
10	COCCn1c(SCC(=O)c2[nH]c(C)c(C(C)=O)c2C)nc2ccccc21	1	1	-2	3	8
11	CCN(CC)c1ccc(NC(=O)CSC(=O)c2ccccc2)cc1	0	nt	12	4	12
12	CC(C)(NC(=O)c1ccccc1)c1nc2ccccc2s1	10	-3	-1	3	13

#	EBNA-1 inh	PAFAH2 inh	LYPLA1 counter	ZTA counter
1	-7	-3	1	-10
2	4	7	-2	10
3	-8	2	0	-7
4	-21	nt	2	1
5	-13	2	2	4
6	3	1	2	-2
7	11	8	5	7
8	nt	2	-1	-14
9	-3	-1	-2	4
10	-6	0	2	-1
11	nt	4	nt	nt
12	7	0	1	-20

Later entries:
#	mol	PAFAH1B3 inh	LYPLA2 inh	pPAFAH FP inh	PAFAH1B2 FP inh	PREPL inh
13	C=CCNc1nc(Nc2ccc([N+](=O)[O-])cc2)nc(OC)n1	5	-10	2	-4	5
14	O=c1oc2ccc(NS(=O)(=O)c3cccc4cccnc34)cc2s1	-3	2	18	4	8
15	COc1ccc([N+](=O)[O-])cc1NC(=O)C(C)OC(=O)C1CC(=O)N(Cc2ccco2)C1 (centres undefined)	9	7	6	7	-3
16	Cc1ccsc1C1NC(=O)c2c(sc3c2CCCC3)N1 (centres undefined)	8	1	19	5	8
17	Cc1nc(Nc2ccc(S(N)(=O)=O)cc2)sc1-c1ccccc1	0	3	10	4	18
18	N#Cc1ccccc1NC(=O)CN1CCN(Cc2ccccc2)CC1	2	-2	6	2	12
19	CC1(C)NC(=O)N(CCOc2ccc3c(c2)CCC3)C1=O	5	6	5	3	10
20	CCOC(=O)c1c(C)[nH]c(C(=O)N/N=C\c2ccccc2O)c1C	5	-2	11	-2	12
21	O=C1CCC(=O)N1OCCCCOc1ccccc1	3	-9	5	4	2
22	CC1=C(C(=O)N2CCN(C(=O)c3ccco3)CC2)C2(CCC(C)CC2)OC1=O (centres undefined)	10	-2	4	13	2
23	Cn1c(C(=O)O)c(C=O)c2ccccc21	10	1	-2	5	-4
24	COc1ccccc1Nc1nc(-c2sc(NC(=O)CC(C)C)nc2C)cs1	1	-7	21	-2	11
25	COc1ccc(C(=O)NC(=O)COC(=O)C2CC2C)cc1 (centres undefined)	7	nt	1	0	16
26	N#Cc1nc(Cc2cccc3ccccc23)oc1NCCCn1ccnc1	12	16	5	3	23

#	EBNA-1 inh	PAFAH2 inh	LYPLA1 counter	ZTA counter
13	-1	-7	-3	17
14	-3	1	-4	-6
15	-2	-1	3	-2
16	0	15	-4	-6
17	-1	-6	2	-12
18	-3	-2	1	9
19	2	0	-1	16
20	12	7	-11	10
21	7	2	-5	3
22	3	0	1	-1
23	2	2	1	9
24	0	-7	-10	16
25	nt	8	nt	nt
26	-2	8	11	-16

Structures listed so far containing sulfur, in the order listed:
#	mol	PAFAH1B3 inh	LYPLA2 inh	pPAFAH FP inh	PAFAH1B2 FP inh	PREPL inh
1	COC(=O)c1cc(CSC(=N)N)ccc1OCCC(C)C	13	4	12	5	17
4	COc1ccc(CN2CCNC(=O)C2CC(=O)NCc2csc(C(C)C)n2)c(OC)c1 (centres undefined)	nt	-7	-8	nt	13
6	COc1cc(OC)nc(NC(=O)CSc2nc3ccccc3[nH]2)n1	4	0	2	-1	19
7	CCCCS(=O)(=O)c1sc2nc(C)cc(C)c2c1N	9	4	-2	10	0
8	N#Cc1ccccc1S(=O)(=O)N1CCN(C(=O)CN2CCCSc3ccccc32)CC1	5	0	1	0	13
10	COCCn1c(SCC(=O)c2[nH]c(C)c(C(C)=O)c2C)nc2ccccc21	1	1	-2	3	8
11	CCN(CC)c1ccc(NC(=O)CSC(=O)c2ccccc2)cc1	0	nt	12	4	12
12	CC(C)(NC(=O)c1ccccc1)c1nc2ccccc2s1	10	-3	-1	3	13
14	O=c1oc2ccc(NS(=O)(=O)c3cccc4cccnc34)cc2s1	-3	2	18	4	8
16	Cc1ccsc1C1NC(=O)c2c(sc3c2CCCC3)N1 (centres undefined)	8	1	19	5	8
17	Cc1nc(Nc2ccc(S(N)(=O)=O)cc2)sc1-c1ccccc1	0	3	10	4	18
24	COc1ccccc1Nc1nc(-c2sc(NC(=O)CC(C)C)nc2C)cs1	1	-7	21	-2	11

#	EBNA-1 inh	PAFAH2 inh	LYPLA1 counter	ZTA counter
1	-7	-3	1	-10
4	-21	nt	2	1
6	3	1	2	-2
7	11	8	5	7
8	nt	2	-1	-14
10	-6	0	2	-1
11	nt	4	nt	nt
12	7	0	1	-20
14	-3	1	-4	-6
16	0	15	-4	-6
17	-1	-6	2	-12
24	0	-7	-10	16
